TRPC6 inhibitor: inhibitors of mouse TRPC6 channel; Q61143; HEK293-TRPC6, membrane potential dye, ACh-evoked depolarization; active compounds read low; B-score at 10 µM; hit rate 1.1% among 310,000; AID 2553;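 active means B-score under library mean minus 3 SD, initial fluorescence not abnormally high, positive integrated signal ratio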;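 further: B-score derived from integrated fluorescence ratio over the kinetic read; more negative B-score means stronger inhibition of depolarization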
TRPC4 agonist: opens the mouse TRPC4 cation channel. Q9QUQ5. hit rate 0.49% among 310,000. B-score at 10 µM. HEK293 TRPC4beta/mu-opioid, Fluo4 calcium fluorescence; active compounds read high;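 active means B-score above 5 SD of library B-scores, and initial fluorescence ratio not above library mean plus 5 SD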;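 further: positive B-score marks a calcium rise read as TRPC4 activation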
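Incubation: 45 min room-temperature Fluo4 loading, 110 s read / System: HEK293 cells stably co-expressing mouse TRPC4beta and mu-opioid receptor / Signal: Fluo4 fluorescence, kinetic / Control set: buffer (low) and maximal DAMGO (high) / Measure: integrated baseline-normalised fluorescence ratio, converted to per-well B score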
MrgX1 antag: antagonists of human MrgX1 receptor; MRGX1-HEK293 calcium flux, Fluo-4, BAM8-22 antagonism; active compounds read low; B-score at 10 µM; hit rate 1.3% among 310,000; AID 588676;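 active means calcium-response B-score plate-corrected more than 3 library SD below zero, starting fluorescence within 5 deviations, no agonist response on first addition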;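 further: peak minus trough fluorescence over baseline after final BAM8-22 challenge near maximal dose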
Target sequence (Q96LB2 whole entry, looked up): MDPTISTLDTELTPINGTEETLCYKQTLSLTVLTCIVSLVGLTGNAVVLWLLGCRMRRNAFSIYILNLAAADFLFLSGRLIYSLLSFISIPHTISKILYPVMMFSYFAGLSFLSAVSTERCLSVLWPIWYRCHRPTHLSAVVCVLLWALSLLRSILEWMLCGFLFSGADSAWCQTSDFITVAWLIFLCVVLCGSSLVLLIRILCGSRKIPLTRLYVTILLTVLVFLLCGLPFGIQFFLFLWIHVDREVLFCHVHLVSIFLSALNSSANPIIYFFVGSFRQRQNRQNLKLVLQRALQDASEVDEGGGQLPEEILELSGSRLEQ
RGS4 inh: inhibitors of human RGS4 | P49798 | HEK293 M3R/RGS4 inducible, Fluo-4 calcium flux; active compounds read high; triggered by carbachol at its EC20 | B-score at 10 µM | hit rate 0.45% among 310,000;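 active means B-score, a plate-corrected calcium signal, over three deviations above library mean, with baseline fluorescence within five deviations of library mean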;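 further: RGS4 expression induced by doxycycline in cells with stable M3 receptor; B-score is computed from the integrated fluorescence ratio over baseline after carbachol; higher B-score means a larger calcium signal and so more RGS4 inhibition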
Target sequence (P49798 whole entry, looked up): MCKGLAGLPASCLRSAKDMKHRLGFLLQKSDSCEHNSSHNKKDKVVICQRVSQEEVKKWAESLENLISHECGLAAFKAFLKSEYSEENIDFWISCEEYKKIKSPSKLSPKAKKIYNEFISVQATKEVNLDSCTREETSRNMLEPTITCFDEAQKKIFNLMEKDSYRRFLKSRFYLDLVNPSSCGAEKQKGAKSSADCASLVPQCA
TRPC4 potent: allosteric potentiators of mouse TRPC4 channel | Q9QUQ5 | hit rate 0.42% among 310,000 | AID 2227 | HEK293 TRPC4beta/mu-opioid, DAMGO EC20, Fluo-4 Ca2+ flux; active compounds read high | B-score at 10 µM;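 active means B-score of calcium response area above 5 SD of library B-scores, with initial fluorescence ratio within 5 SD of library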;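 further: B-score of integrated fluorescence ratio over time as area under calcium response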
ANO1 block: inhibitors of mouse TMEM16A calcium-activated chloride channel; Q8BHY3; hit rate 1.2% among 310,000; HEK293 TMEM16A/YFP iodide influx fluorescence, ionomycin; normalized B-score (activity score, 25-100; higher = stronger inhibition) at 10 µM;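 active means ratio plate-corrected score three or more library SD toward inhibition, starting fluorescence score within five deviations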;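 further: score derived from kinetic fluorescence span divided by baseline fluorescence per well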
MrgX1 agonist: human MrgX1 receptor agonism, primary screen | AID 588627 | B-score at 10 µM | hit rate 0.44% among 310,000 | MrgX1-HEK293 cells, Fluo-4 calcium fluorescence, agonist mode; active compounds read high;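 active means calcium response B-score plate-corrected fluorescence ratio at least 3 library SD, with starting fluorescence B-score inside 5 SD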
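Material: MrgX1-expressing HEK293 cells / Dosing: compound as first of three additions / Incubation: overnight seeding, then 1 h dark dye loading / Signal: Fluo-4 NW calcium fluorescence / Evaluation: B-scored fluorescence response ratio / Benchmarks: positive and negative control wells on each plate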
TRPC6 act: activators of mouse TRPC6 channel; Q61143; HEK293-TRPC6 membrane potential dye fluorescence; active compounds read high; B-score at 10 µM; hit rate 0.13% among 310,000; AID 2550;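 active means B-score of the integrated fluorescence ratio above library mean plus 3 SD, and starting fluorescence ratio within library mean plus 5 SD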;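 further: higher score means more depolarization so channel activation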
MrgX1 allo act: allosterically activates human MrgX1 receptor signaling; B-score at 10 µM; Q96LB2; MrgX1-HEK293, Fluo-4 calcium flux, FDSS; active compounds read high; AID 588675; hit rate 0.63% among 310,000;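 active means plate-corrected calcium response at least 3 library SD above typical, normal starting fluorescence, not activating the receptor alone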;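 further: compound read alongside a low EC10 to EC30 dose of BAM8-22 agonist; peak minus trough fluorescence over baseline measured at the second addition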
ANO1 activ: activators or potentiators of mouse TMEM16A chloride channel; Q8BHY3; HEK293 TMEM16A/YFP-H148Q/I152L, iodide quench fluorescence; active compounds read low; B-score at 10 µM; hit rate 0.3% among 340,000;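 active means fluorescence-ratio B-score plate-corrected deviation score at least 3 library SD below zero, with starting fluorescence score within 5 deviations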;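 further: channel opened by trigger with iodide after compound preincubation; score built on the fluorescence ratio of max minus min over baseline; more negative score means more quench and so TMEM16A activation or potentiation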
TRPC4 block: inhibitors of mouse TRPC4 channel. AID 2247. hit rate 0.39% among 300,000. HEK293 TRPC4beta/mu-opioid, DAMGO-evoked Fluo4 calcium flux; active compounds read low. Q9QUQ5. B-score at 10 µM;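 active means B-score over 3 SD under the library average, no early fluorescence shift, positive overall ratio signal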
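Assay system: Stable TRPC4beta/mu-opioid receptor HEK293 cells | Reagent: DAMGO in two steps, submaximal then maximal | Compound dosing: Single concentration per test compound | Signal: Fluo4 Ca2+ flux fluorescence | Evaluation: Per-well B score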
* hit, by the source's call; i = inactive; nt = no result given. Hits appear at their usual frequency; any-hit rate near 5.8%.

Under each structure: TRPC6 inhibitor, TRPC4 agonist, MrgX1 antag, RGS4 inh, TRPC4 potent, ANO1 block, MrgX1 agonist, TRPC6 act, MrgX1 allo act, ANO1 activ, TRPC4 block
O=C(COc1ccc(Cl)cc1Cl)NC1CCSC1=O (configuration not stated)
  i, i, i, i, i, i, i, i, i, i, i
Cc1[nH]n(-c2ccc([N+](=O)[O-])cc2)c(=O)c1C=NCCN1CCN(C(=O)c2cccc(F)c2)CC1
  i, i, i, i, i, i, i, i, i, i, i
O=C(CNC(=O)c1ccco1)OCC(=O)c1ccccc1
  i, i, i, i, i, i, i, i, i, i, i
COc1ccccc1NC(=S)N/N=C/c1ccc(O)cc1
  i, i, i, i, i, i, i, i, 9*, i, i
C=CCOc1ccc(C=Nc2ccc(Cl)cc2)c(O)c1
  i, i, i, i, i, i, i, i, i, i, i
CC(=O)c1c(N2CCOCC2)nc2ccc(Br)cc2c1-c1ccccc1
  i, i, i, i, i, i, i, i, i, i, i
O=[N+]([O-])c1ccc2nc(CCCO)[nH]c2c1
  i, i, i, i, i, i, i, i, i, i, i
CCOC(=O)c1ccccc1NC(=O)c1ccc(N(C)S(C)(=O)=O)cc1
  i, i, i, i, i, i, i, i, i, i, i
O=C(NCCc1c[nH]c2ccccc12)c1ccc(S(=O)(=O)NCc2ccco2)cc1
  i, i, i, i, i, i, i, i, i, i, i
Cc1ccccc1OCc1n[nH]c(=S)n1-c1cccc(Cl)c1
  i, i, i, i, i, i, i, i, i, i, i
O=c1oc2ccc(Cl)cc2nc1/C=C(\O)c1ccco1
  i, i, i, i, i, i, i, i, i, i, i
C=CCn1c(SCc2ccc([N+](=O)[O-])cc2)nnc1C(C)NC(=O)c1ccccc1 (configuration not stated)
  i, i, i, i, i, i, i, i, i, i, i
O=C(NCCc1cccs1)C1CC(c2cccc([N+](=O)[O-])c2)=NO1 (configuration not stated)
  i, i, i, i, i, i, i, i, i, i, i
Cc1ccc(C(=O)NC(=S)NCc2ccccc2)cc1Br
  i, i, i, i, i, i, i, i, i, i, i
CCc1nnc(NC(=O)CSc2nnc(-c3ccc(S(=O)(=O)N(CC)CC)cc3)n2CC)s1
  i, i, i, i, i, i, i, i, i, i, i
c1coc(CN(Cc2cccs2)Cc2nnnn2C2CCCCC2)c1
  i, i, i, i, i, i, i, i, i, i, i
S=C(NCCCN1CCOCC1)N1CCN(c2ccccc2)CC1
  i, i, i, i, i, i, i, i, i, i, i
O=C(c1ccc2c(c1)OCO2)N1CCC2(CC1)Oc1ccc(Cl)cc1C(=O)C21CC(c2cccnc2)=NO1 (configuration not stated)
  i, i, i, i, i, i, i, i, i, i, nt
CCS(=O)(=O)N1CCN(S(=O)(=O)c2ccc(Cl)s2)CC1
  i, i, i, i, i, i, i, i, i, i, i
COc1cccc(NS(=O)(=O)NC(=O)c2c[nH]c3ccccc23)c1
  i, i, i, i, i, i, i, i, i, i, i
O=c1oc2ccccc2c2c1ncn2C1CCCCC1
  i, i, i, i, i, i, i, i, i, i, i
Cc1cc(C)c(NC(=O)NC(=O)c2cccc(F)c2)c(C)n1
  i, i, i, i, i, i, i, i, i, i, i
COCCNC(=O)COC(=O)c1ccc(S(=O)(=O)N2CCOCC2)cc1
  i, i, i, i, i, i, i, i, i, i, i
Cc1nc(-c2ccc(Cl)cc2)sc1C1(C)CC(c2cccc(Cl)c2)=NO1 (configuration not stated)
  i, i, i, i, i, i, i, i, i, i, i
CC(C)(C)c1ccccc1NC(=O)N1CCNC(=O)C1CC(=O)Nc1ccc(F)cc1 (configuration not stated)
  i, i, i, i, i, i, i, i, i, i, i
COc1ccc(C2c3ccc4ccccc4c3Oc3ncn(CCCO)c(=N)c32)cc1 (configuration not stated)
  i, i, i, i, i, i, i, i, i, i, i
Cc1ccc2c(c1)C(c1ccccc1)C(=O)O2 (configuration not stated)
  i, i, i, i, i, i, i, i, i, i, i
Cc1ccc(S(=O)(=O)N2CCCCC2)cc1NC(=O)c1ccc2c(=O)n3c(nc2c1)CCCCC3
  i, i, i, i, i, i, i, i, i, nt, i
CC(=O)c1c(C)[nH]c(C(=O)N2CCN(S(=O)(=O)c3ccc(F)c(F)c3)CC2)c1C
  i, i, i, i, i, i, i, i, i, i, i
O=C(NCc1ccccn1)c1ccc2c(=O)n(CCc3ccccc3)c(=O)[nH]c2c1
  i, i, i, i, i, i, i, i, i, i, i
O=C(NC1CCN(C(=O)c2cccs2)CC1)c1ccccc1
  i, i, i, i, i, i, i, i, i, i, i
CC(C)N(C(=O)CN1CCC(c2nc3ccccc3[nH]2)CC1)C(C)C
  i, i, i, i, i, i, i, i, i, i, i
CC(C)NC(=S)N/N=C/c1ccc(N2CCOCC2)cc1
  i, i, i, i, i, i, i, i, i, i, i
CCOC(=O)C1CCN(Cc2ccc(O)c3ncccc23)CC1
  i, i, i, i, i, i, i, i, i, i, i
O=C(Nc1ccccc1Cl)c1ccccc1S(=O)(=O)c1ccccc1[N+](=O)[O-]
  i, i, i, i, i, i, i, i, i, i, i
O=C(Nc1ccc(CN2CCOCC2)cc1)c1cccs1
  i, i, i, i, i, i, i, i, i, i, i
CCn1c(SCC(=O)Nc2ccc(NC(=O)c3ccco3)cc2)nnc1-c1cccs1
  i, i, i, i, i, i, i, i, i, i, i
O=C(O)c1ccc2c(c1)C(=O)/C(=C/c1ccccc1)C2=O
  i, i, i, i, i, i, i, i, i, i, i
NC(=O)c1ccc(C(F)(F)F)n(Cc2ccc(F)c(F)c2)c1=O
  i, i, i, i, i, i, i, i, i, i, i
Cc1c(C(=O)Nc2ccc3c(c2)OCO3)oc2ccccc12
  i, i, i, i, i, i, i, i, i, i, i
C=Cc1ccc(N=Cc2c(O)ccc3ccccc23)cc1
  i, i, i, i, i, i, i, i, i, i, i
COC(=O)C1CN(C(=O)COc2ccccc2C)c2ccccc2O1 (configuration not stated)
  i, i, i, i, i, i, i, i, i, nt, i
CCC(C)(C)n1nnnc1CN(Cc1cc2cc(OC)ccc2[nH]c1=O)C1CCCC1
  i, i, i, i, i, i, i, i, i, i, i
Cc1ccc(N2C(=O)CC2(C#N)c2ccc(OCc3ccccc3)cc2)cc1 (configuration not stated)
  i, i, i, i, i, i, i, i, i, i, i
Cc1nn(C)c(C)c1S(=O)(=O)NCCc1ccc(Cl)cc1
  i, i, i, i, i, i, i, i, i, i, i
COc1cc(CNCCO)cc(Cl)c1OCc1ccc(Cl)cc1Cl
  i, i, i, i, i, i, i, i, i, i, i
COc1c(O[C@@H]2O[C@H](CO)[C@@H](O)[C@H](O)[C@H]2O)cc2c(c1OC)-c1ccc(SC)c(=O)cc1C(NC(C)=O)CC2 (some centres not stated)
  nt, nt, i, nt, nt, i, i, nt, i, i, nt
CCCCN(C(=O)CN1C(=O)C2CCCCC2C1=O)c1c(N)n(CCCC)c(=O)[nH]c1=O (configuration not stated)
  i, i, i, i, i, i, i, i, i, i, i
COc1ccc(N2C(=O)c3ccccc3NC23C(=O)N(C)c2ccccc23)cc1 (configuration not stated)
  i, i, i, i, i, i, i, i, i, i, i
COC(=O)c1c(C)[nH]c(C(=O)/C=C/c2ccccc2)c1C
  i, i, i, i, i, i, i, i, i, i, i
O=C1CC(C(=O)Nc2ccccc2)C2(CCCC2)O1 (configuration not stated)
  i, i, i, i, i, i, i, i, i, i, i
C=C(Cl)COc1ccc2c(C)cc(=O)oc2c1
  i, i, i, i, i, i, i, i, i, i, i
CCNC(=S)N(Cc1cccs1)Cc1cc2cc(OCC)ccc2[nH]c1=O
  i, i, i, i, i, i, i, i, i, i, i
O=C(NCc1ccccc1)C1CCN(S(=O)(=O)N2CCCCCC2)CC1
  i, i, i, i, i, i, i, i, i, i, i
COc1ccc(OC)c(S(=O)(=O)N2CCN(c3ccccn3)CC2)c1
  i, i, i, i, i, i, i, i, i, i, i
CC(C)(CNC(=O)c1ccc(NS(=O)(=O)c2ccc(Br)cc2)cc1)N1CCOCC1
  i, i, -6.5*, i, i, i, i, i, i, i, i
Cc1cc(C(=O)COC(=O)CNC(=O)c2ccco2)c(C)n1Cc1ccco1
  i, i, i, i, i, i, i, i, i, i, i
COc1ccc(S(=O)(=O)N2CCC(C(N)=O)(N3CCCCC3)CC2)cc1
  i, i, i, i, i, i, i, i, i, i, i
COc1ccccc1CCC(=O)OCC(=O)Nc1cc(S(=O)(=O)N2CCOCC2)ccc1C
  i, i, i, i, i, i, i, i, i, i, i
CN(CC(=O)Nc1ccccc1Cl)C1CCCCC1
  i, i, i, i, i, i, i, i, i, i, i

More records:
Under each structure: TRPC6 inhibitor, TRPC4 agonist, MrgX1 antag, RGS4 inh, TRPC4 potent, ANO1 block, MrgX1 agonist, TRPC6 act, MrgX1 allo act, ANO1 activ, TRPC4 block
CCc1ccccc1N(C(=O)c1snc(C(N)=O)c1N)C(C(=O)NCC1CCCO1)c1ccc(N(C)C)cc1 (configuration not stated)
  i, i, nt, i, i, nt, nt, i, nt, i, i
COCCn1ccc2c(OCC(=O)NCc3ccc(C)cc3)cccc2c1=O
  i, i, i, i, i, i, i, i, i, i, i
COc1ccccc1N1CCN(S(=O)(=O)c2ccccc2F)CC1
  i, i, i, i, i, i, i, i, i, i, nt
Cc1ccc(Cn2c(SCC(=O)NCC3CCCO3)nc3ccsc3c2=O)cc1 (configuration not stated)
  i, i, i, i, i, i, i, i, i, i, i
Clc1ccc(-c2c[n+](Cc3ccc(Br)cc3)c3n2CCCCC3)cc1
  i, i, i, i, i, i, i, i, i, i, i
CC(C)[C@H](NC(=O)C1CC(=O)N(c2ccc(F)cc2)C1)C(=O)N1CCCCC1 (some centres not stated)
  i, i, i, i, i, i, i, i, i, i, i
COc1ccc(CNc2nc3c(c(=O)n(Cc4ccc(Br)cc4)c(=O)n3C)n2C)cc1
  i, i, i, i, i, i, i, i, i, i, i
COc1ccccc1-c1noc(CCCC(=O)NC2CCCC2)n1
  i, i, i, i, i, i, i, i, i, i, i
